Compound activity from PubChem BioAssay.
KCNH2 3.1 block: qHTS for Inhibitors of KCHN2 3.1: Mutant qHTS. activity change, % (tested at about 1.8 µM). AID 720553, 2013. U2OS KCNH2 3.1, thallium flux FluxOr; active compounds read low. Potassium voltage-gated channel subfamily H member 2, brain isoform KCNH2 3.1 (human). actives 0.95% (n = 340,000);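 active means maximum activity change below -70%; inconclusive means maximum activity change from -70% to -50%; inactive means maximum activity change above -50%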;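 further: thallium influx rate constant from kinetic fluorescence after stimulation buffer; on the % scale 0 is the no-effect control and ±100 the full control effect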
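U2OS cells transduced with KCNH2 3.1 mutant virus (1.77 x 10^8 /mL, 4 h), plated overnight at 37 C, loaded 45 min with FluxOr dye plus Red40 quencher. Thallium flux rate constant from kinetic reads after stimulation buffer, normalised to controls.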
Tb PFK inh: qHTS Assay to Find Inhibitors of T. brucei phosphofructokinase; AID 485367, 2010; ATP-dependent 6-phosphofructokinase (Trypanosoma brucei brucei), O15648; Potency, µM (highest dose often 57.5 µM), inactives show at the top dose activity, negative = inhibition, actives largely listed as inhibitors; actives 0.17% (n = 330,000); T. brucei PFK, ADP-Glo luminescence;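 further: potency means the concentration at half of the fitted maximal effect; 0% = uninhibited 1x PFK enzyme wells and -100% = no-enzyme wells; nearly all actives have a fitted effect of over 60% in size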
Target sequence (O15648 whole entry, looked up): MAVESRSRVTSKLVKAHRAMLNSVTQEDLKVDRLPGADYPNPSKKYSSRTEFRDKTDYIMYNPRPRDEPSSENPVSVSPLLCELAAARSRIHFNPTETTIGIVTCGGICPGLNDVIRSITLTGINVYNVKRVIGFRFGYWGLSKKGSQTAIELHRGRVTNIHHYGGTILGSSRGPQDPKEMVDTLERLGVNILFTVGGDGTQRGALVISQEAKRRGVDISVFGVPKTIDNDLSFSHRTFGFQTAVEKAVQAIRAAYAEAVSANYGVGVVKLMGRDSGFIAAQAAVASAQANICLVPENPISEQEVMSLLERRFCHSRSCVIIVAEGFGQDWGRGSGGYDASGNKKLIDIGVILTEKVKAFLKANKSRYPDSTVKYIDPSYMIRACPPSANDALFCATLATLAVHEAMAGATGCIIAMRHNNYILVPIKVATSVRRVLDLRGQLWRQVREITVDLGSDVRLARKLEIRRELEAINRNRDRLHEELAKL
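In TEA buffer at pH 8.0 with 5 mM MgCl2, enzyme (1.25 nM) converted F6P (0.5 mM) and ATP (0.1 mM) for 45 min at room temperature. ADP product was read by luciferase luminescence.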
Giardia killer: Small Molecules that selectively kill Giardia lamblia: qHTS; actives 0.15% (n = 340,000); AID 540267, 2011; activity change, % at 7.66 µM, hits read low; Giardia lamblia trophozoite viability; in the data active means activity change below about -80%; inconclusive means between about -30% and that limit;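 further: parasites exposed to compound for two days anaerobically before the ATP read; on the % scale 0 is the no-effect control and ±100 the full control effect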
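Media and compound were dispensed first, then trophozoites at 100 cells/well; plates sat 48 hrs at 37 deg C without oxygen before ATP luminescence reagent was added and read after 15-30 min at room temperature.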
FLuc modulator: qHTS profiling assay for firefly luciferase inhibitor/activator using purifed enzyme and Km concentrations of substrates (counterscreen for miR-21 project). Luciferin 4-monooxygenase (Photinus pyralis), P08659. purified FLuc, Km substrates, luminescence inhibition. Potency, µM (titrated, usually from 57.5 µM), without a hit: at the top dose activity change, negative = inhibition, hits mostly inhibitors. actives 6.9% (n = 360,000). AID 588342, 2011;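 further: potency means the concentration at half of the fitted maximal effect; plate controls were vehicle for no effect and reference inhibitor for full effect; nearly all actives have a fitted effect of over 55% in size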
Target sequence (P08659 whole entry, looked up): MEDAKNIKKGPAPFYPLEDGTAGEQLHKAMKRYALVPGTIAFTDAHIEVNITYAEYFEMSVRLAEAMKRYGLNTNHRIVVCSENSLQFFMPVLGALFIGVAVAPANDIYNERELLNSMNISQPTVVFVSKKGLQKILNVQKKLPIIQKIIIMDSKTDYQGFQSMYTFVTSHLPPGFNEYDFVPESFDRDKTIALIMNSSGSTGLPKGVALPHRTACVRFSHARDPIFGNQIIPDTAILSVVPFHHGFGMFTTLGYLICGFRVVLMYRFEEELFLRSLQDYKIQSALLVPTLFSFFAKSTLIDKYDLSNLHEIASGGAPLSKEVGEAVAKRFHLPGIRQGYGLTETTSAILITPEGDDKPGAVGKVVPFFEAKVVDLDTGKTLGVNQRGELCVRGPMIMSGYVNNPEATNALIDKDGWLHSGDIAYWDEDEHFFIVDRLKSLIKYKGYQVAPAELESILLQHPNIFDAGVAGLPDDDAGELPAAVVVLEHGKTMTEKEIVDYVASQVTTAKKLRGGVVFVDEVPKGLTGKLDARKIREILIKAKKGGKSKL
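Purified P. pyralis luciferase, 10 nM final, with Km-level 10 uM D-luciferin and 10 uM ATP in 50 mM Tris acetate pH 7.5, 10 mM Mg acetate, 0.01% Tween-20, 0.05% BSA; 6-point qHTS titration about 60 µM downward; luminescence read.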
Rab9 promoter act: qHTS Assay for Rab9 Promoter Activators. actives 2.8% (n = 320,000). AID 485297, 2010. Potency, µM (series often up to 9.22 µM), without a hit: at the top dose activation, negative = inhibition, actives largely listed as activators. Huh7 Rab9 promoter-luciferase reporter, luminescence, 24 h; further: potency means the concentration at half of the fitted maximal effect; % of control where 0% means no effect; nearly all actives have a fitted effect of over 60% in size
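Cells were plated at 1500 per well in reduced-serum medium with 10% FBS and left 2 h. Compound in DMSO was then added for 24 h at 37 °C. Reporter signal was read by luminescence after 10 min with luciferase detection reagent.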
Coupling enz: qHTS Assay for Inhibitors of Fructose-1,6-bisphosphate Aldolase from Giardia Lamblia: Coupling assay counterscreen; actives 0.67% (n = 290,000); activity change, negative = inhibition, % at 58.2 µM, hits read low; coupling enzyme system counterscreen, AmpLite Red fluorescence; in the data active means activity change below about -30%; further: on the % scale 0 is the no-effect control and ±100 the full control effect
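Counterscreen lacking aldolase: glyceraldehyde-3-phosphate coupling-enzyme reagent preincubated 10 min at RT with compound (at 57.5 uM final), then substrate/coupling system with AmpLite Red added; fluorescence read at 525/598 nm after 20 min RT.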
RORgamma inh: qHTS for inhibitors of ROR gamma transcriptional activity; actives 5.4% (n = 310,000); Nuclear receptor ROR-gamma (Mus musculus), P51450; Drosophila S2 Gal4-RORgamma UAS-luciferase reporter, 20 h; Potency, µM (doses to about 53.6 µM), for the others: top-dose activity change, negative = inhibition, most hits filed as inhibitors; further: potency means the concentration at half of the fitted maximal effect; on the % scale 0 is the no-effect control and ±100 the full control effect; nearly all actives have a fitted effect of over 60% in size
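Stable Schneider cell line, Gal4 DNA-binding domain fused to ROR gamma, UAS-luciferase. Cmpd 1 hr RT → CuSO4 700 uM final → 20 hr RT → luciferase reagent 10 min → luminescence.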
uPA surface inh: qHTS for Inhibitors of Cell Surface uPA Generation. cell surface uPA generation assay, qHTS. Potency, µM (titrated, usually from 38.3 µM), for the others: at the highest dose activity change, negative = inhibition, usual class: inhibitors. actives 0.31% (n = 330,000); active means well fitted inhibition curve with a large enough effect; inconclusive means small, poorly fitted or top-dose-only effect; inactive means no such curve, though single readings can be large or run the other way; tested in mouse RAW 264.7 cells; further: potency means the concentration at half of the fitted maximal effect; on the % scale 0 is the no-effect control and ±100 the full control effect; nearly all actives have a fitted effect of over 55% in size
ELG1 genotoxic: qHTS screen for small molecules that induce genotoxicity in human embryonic kidney (HEK293T) cells expressing luciferase-tagged ELG1 | HEK293T ELG1-luciferase reporter, luminescence, 16 h | Potency, µM (titrated, usually from 46 µM), for the others: top-dose activity change, positive = activation, usual class: activators | actives 1.3% (n = 330,000) | AID 504466, 2011; further: potency means the concentration at half of the fitted maximal effect; % of control where 0% means no effect; nearly all actives have a fitted effect of over 60% in size
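HEK293T cells expressing luciferase-tagged ELG1 were treated with compound or DMSO for 16 hr at 37°C. Luciferase activity was then read after 30 min with ONE-Glo at room temperature; rising signal flags genetic stress.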
NPC1 promoter act: qHTS Assay for NPC1 Promoter Activators | Huh7 NPC1 promoter luciferase reporter, 24 h | actives 2.4% (n = 320,000) | Potency, µM (top dose mostly 9.22 µM), without a hit: top-dose activation, usual class: activators;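 further: potency means the concentration at half of the fitted maximal effect; % of control where 0% means no effect; nearly all actives have a fitted effect of over 60% in size; reporter is driven by a mutant NPC1 promoter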
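Readout is luciferase luminescence, reflecting NPC1 promoter activation in stably transfected Huh7 cells after 24 h compound exposure at 37 °C in reduced-serum medium with 10% FBS.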
Gal4-VP16 FLuc: VP16 counterscreen qHTS for inhibitors of ROR gamma transcriptional activity; Drosophila S2 Gal4-VP16 UAS-luciferase, luminescence, 20 h; Potency, µM (highest dose often 53.6 µM), inactives show at the top dose activity, negative = inhibition, usual class: inhibitors; actives 3.5% (n = 310,000); AID 2546, 2010;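 further: Gal4-VP16 expression switched on by copper sulfate through the metallothionein promoter; potency means the concentration at half of the fitted maximal effect; on the % scale 0 is the no-effect control and ±100 the full control effect; nearly all actives have a fitted effect of over 50% in size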
Numbers without * were called inactive; ? = inconclusive; · = no result given; & = joins results of further samples; [ ] = dose if it differs, or a comment. Unless noted, the call rests on the fitted dose curve; in most records, active means well fitted curve in the direction sought with a large enough effect; inconclusive means small, poorly fitted or top-dose-only effect, or another doubt; inactive means no such curve, though single readings can be large; an effect the other way counts as inactive or inconclusive.

SMILES	KCNH2 3.1 block	Tb PFK inh	Giardia killer	FLuc modulator	Rab9 promoter act	Coupling enz	RORgamma inh	uPA surface inh	ELG1 genotoxic	NPC1 promoter act	Gal4-VP16 FLuc
CC(c1ccco1)N(C(=O)COc1ccc(Cl)cc1)c1ccccn1 (stereo unspecified)	3	16%	-8	21µM*	24%	4	25%	1%	8.9µM*	12%	20%
CCc1ccc(-c2nc3ccc(Br)cc3c(C(=O)O)c2C)s1	-37	2%	60[activator]	21µM*	1%	1	6%	7%	-4%	-2%	-9%
COc1ccc(C2SCCN2S(=O)(=O)c2ccc(NC(C)=O)cc2)cc1 (stereo unspecified)	20	4%	8	3%	-2%	5	21%	-11%	-7%	-4%	11%
Cc1ccc(SCC(=O)Nc2nccs2)cc1	0	3%	24	?	?	-2	-34%	5%	?	?	8%
CC(C)CCC1CC(CSC(=N)N)OC1=O (stereo unspecified)	-10	·	-1	1%	·	2	7%	-14%	·	·	-6%
O=c1c(C=NCC2CCCO2)c(-c2ccccc2)[nH]n1-c1ccc([N+](=O)[O-])cc1 (stereo unspecified)	2	-10%	28	-16%	0%	-4	-1%	0%	1%	4%	-16%
Cc1cc(C)n2nc(SCC(=O)N3CCOCC3)nc2n1	21	7%	-18	·	-1%	·	·	?	2%	-4%	·
COc1ccc(NC(=O)C2OCCc3ccccc32)c(OC)c1 (stereo unspecified)	13	-13%	23	2%	-7%	-5	23%	3%	-2%	-2%	2%
COC(=O)c1ccccc1S(=O)(=O)N1CCC(C(=O)OC(C)C(=O)NC(N)=O)CC1 (stereo unspecified)	2	1%	10	0%	4%	1	2%	7%	0%	-3%	2%
CCc1nc(NCCN2CCOCC2)c(C#N)c2c1CCCC2	-8	-2%	3	0%	-4%	0	-6%	-2%	2%	-22%	9%
O=C(C1Cc2ccccc2CN1S(=O)(=O)c1ccc(F)cc1)N1CCOCC1 (stereo unspecified)	8	3%	5	-1%	-2%	2	0%	·	2%	2%	-3%
CCOC(=O)C1=C(O)/C(=C/c2ccccn2)SC1=Nc1ccc(Cl)cc1	6	-11%	11	2%	1%	-3	-25%	1%	-4%	-5%	-28%
COc1cc(C#Cc2c(-c3cncn3C)n(C)c3ccc(-c4ccc5cc[nH]c5c4)cc23)cc(OC)c1	-10	4%	-7	·	·	·	·	?	1%	·	·
COc1ccc(C(=O)NC2CCCN(Cc3ccccc3F)C2)c(OC)c1OC (stereo unspecified)	-22	0%	32[activator]	1%	0%	4	16%[1.91 µM]	2%	-10%	-2%	-6%
O=C(CSCc1ccccn1)Nc1ccccc1	3	-13%	9	-7%	-4%	2	9%[0.365 µM]	0%	?	15%	·
O=C(Nc1ccc(NC(=O)c2ccco2)cc1)c1cnccn1	-6	2%	-3	?	?	3	24%	-5%	28%	?	-6%
COC(=O)c1cc(NC(=O)c2cccc(C(F)(F)F)c2)c(=O)oc1C/C=N/OCc1cccc(Cl)c1Cl	-9	-7%	-4	1%	13%	-1	16%	4%	1%	-1%	-5%
CCCCC1CCC(C(=O)OCC(=O)N(CCOC)c2c(N)n(Cc3ccccc3)c(=O)[nH]c2=O)CC1 (stereo unspecified)	8	-4%	-22	9%	1%	·	·	14%	3%	-7%	·
CCN(CC)C(=O)C(=O)c1cn(CC(=O)NCC2CCCO2)c2ccccc12 (stereo unspecified)	14	2%	-10	1%	11%	0	0%	8%	0%	-3%	-3%
CCC(=O)NC(=S)Nc1ccc(OC)cc1OC	4	0%	-11	?	10%	-1	11µM*	-7%	6%	-3%	?

A draw from above in order of SMILES length, smallest number first:
SMILES	KCNH2 3.1 block	Tb PFK inh	Giardia killer	FLuc modulator	Rab9 promoter act	Coupling enz	RORgamma inh	uPA surface inh	ELG1 genotoxic	NPC1 promoter act	Gal4-VP16 FLuc
O=C(CSCc1ccccn1)Nc1ccccc1	3	-13%	9	-7%	-4%	2	9%[0.365 µM]	0%	?	15%	·
CCC(=O)NC(=S)Nc1ccc(OC)cc1OC	4	0%	-11	?	10%	-1	11µM*	-7%	6%	-3%	?
O=C(Nc1ccc(NC(=O)c2ccco2)cc1)c1cnccn1	-6	2%	-3	?	?	3	24%	-5%	28%	?	-6%
COc1cc(C#Cc2c(-c3cncn3C)n(C)c3ccc(-c4ccc5cc[nH]c5c4)cc23)cc(OC)c1	-10	4%	-7	·	·	·	·	?	1%	·	·

Following part
SMILES	KCNH2 3.1 block	Tb PFK inh	Giardia killer	FLuc modulator	Rab9 promoter act	Coupling enz	RORgamma inh	uPA surface inh	ELG1 genotoxic	NPC1 promoter act	Gal4-VP16 FLuc
Fc1ccccc1CNc1ccc(Cl)c(Cl)c1	19	?	5	?	17%	0	?	-2%	3%	-2%	-23%
CCn1c(C)c(C)c2cc(C(=O)N3CCN(c4ccccc4)CC3)ccc21	-4	2%	13	-1%&-5%	-1%	2	27%	1%	-5%	1%	2%
O=C(CNS(=O)(=O)c1cccs1)N1CCCCC1	-9	-1%	-14	-2%	0%	1	0%	2%	10%	-1%	7%
COC(=O)[C@H](CC(C)C)NC(=O)c1cc2c(cn1)[nH]c1ccccc12	0	-4%	-3	?	0%	6	0%	-2%	0%	-4%	-4%
CCCc1nc(SCC(=O)N2CCC(C)CC2)c2c(=O)n(C)c(=O)n(C)c2n1	3	-7%	-11	1%	-3%	2	9%	2%	-9%	20%	1%
O=[N+]([O-])c1cc(C(F)(F)F)ccc1NCCCCNS(=O)(=O)c1ccc2ccccc2c1	-14	-2%	17	0%	4%	1	9%	·	0%	-7%	?
CC(=O)[C@H]1CC[C@H]2[C@@H]3CC=C4C[C@@H](O)CC[C@]4(C)[C@H]3CC[C@]12C	-2	-3%	5	0%	2%	·	·	-3%	0%	3%	·
CCOc1ccc(CN2CCCC(CNC(=O)c3ccc(F)cc3)C2)cc1CO (stereo unspecified)	-101*	-1%	-14	-1%	-2%	1	-1%	-2%	-1%	-3%	-19%
Cc1[nH]c(=O)[nH]c(=O)c1/C=N/NC(=O)[C@@H](NC(=O)OC(C)(C)C)C(C)C	4	-5%	23	0%	-2%	1	-18%	-6%	0%	1%	-6%
Cc1cc(OCC(=O)OCC(=O)Nc2cc(C(F)(F)F)ccc2N2CCOCC2)ccc1Cl	-11	5%	9	0%	2%	-2	12%	13%	1%	-3%	-4%
COc1cc(C)nc(OCCNC(=O)COc2ccc(Cl)cc2Cl)n1	-7	-4%	16	1%	-1%	-1	8%	0%	3%	0%	0%
COC(=O)c1oc2ccc(Br)cc2c1NC(=O)c1ccccc1	-21	-5%	-10	2%	0%	5	2%	0%	-6%	-4%	-11%
COc1cccc2cc(-c3nnc(-c4ccccc4)o3)c(=O)oc12	·	-9%	?	0.21µM*	0.5µM*	-8	1.3µM*	-13%	?	0.5µM*	?
COc1cc2cc(CCOC(=O)c3ccco3)oc(=O)c2cc1OC	18	3%	-7	-1%	-2%	·	·	0%	4%	0%	·
Cc1[nH]n(-c2ccccc2)c(=O)c1N=Nc1c(O)cc(S(=O)(=O)N(C)C)c2ccccc12	14	-3%	-16	?	-40%[inhibitor]	·	·	?	-36%[inhibitor]	-34%[inhibitor]	·
CCOC(=O)c1cc2cc([N+](=O)[O-])cc(OC)c2oc1=O	-4	0%	21	-9%	2%	1	1%	5%	1%	-4%	0%
CCN1CCN(C(CC(C)C)c2nnnn2CS(=O)(=O)c2ccc(C)cc2)CC1 (stereo unspecified)	-12	5%	15	0%	-4%	0	-31%	4%	-1%	-4%	1%
O=c1oc(Nc2ccccc2F)nc2ccccc12	-21	3%	22	9.5µM*	?	1	-31%	-15%	?	?	-20%
Cc1nc2scc(-c3cccs3)c2c(=O)n1-n1cccc1	7	-10%	10	5%	1%	5	-16%[0.365 µM]	0%	14%	-3%	·
